MsrA inh = bovine MsrA enzyme inhibitors, primary screen, biochemical, absorbance, HTS. purified bovine MsrA, absorbance read-out. inhibition, % at 15.5 µM. 360,000 compounds, 0.75% hits; in the data active = inhibition above about 4.5%;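 also: 0% = vehicle wells with enzyme and 100% = reference inhibitor wells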
SUMO1-SIM PPI = modulators of SUMO1 protein-protein interactions, primary screen, biochemical, uHTS; inhibition, % at 20 µM; SUMO1 binding to a labelled peptide, TR-FRET, 1 h; 360,000 compounds, 0.33% hits; in the data active = inhibition above about 37%
Target sequence (P63165 whole entry, looked up): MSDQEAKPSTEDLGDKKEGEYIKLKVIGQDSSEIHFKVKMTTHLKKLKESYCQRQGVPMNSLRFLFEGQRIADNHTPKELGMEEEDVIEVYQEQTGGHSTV
E coli Lon inh = inhibitors of E. coli Lon protease, primary screen, biochemical, fluorescence polarization; purified E. coli Lon protease; inhibition, % at 7.94 µM; 360,000 compounds, 0.42% hits; in the data active = inhibition above about 13%, passing the limit was not always enough;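 also: 0% = enzyme with probe and DMSO and 100% = no enzyme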
DNMT1 block = human DNMT1 methyltransferase inhibitors, primary screen, biochemical, molecular beacon, fluorescence, HinP1I cleavage, uHTS; inhibition (reported as % activation of signal), % at 10 µM; AID 588458, 2011; 360,000 compounds, 0.83% hits; DNA (cytosine-5)-methyltransferase 1 (Homo sapiens), P26358; in the data active = inhibition above about 50%
bovine MsrA act = bovine MsrA enzyme activators, primary screen, biochemical, absorbance, HTS | Methionine sulfoxide reductase A (Bos taurus) | purified bovine MsrA, absorbance read-out | activation, % at 10.6 µM | 360,000 compounds, 0.3% hits; in the data active = activation above about 7.5%;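 also: 0% = vehicle and 100% = reference activator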
CendR NRP1 mod = modulators of CendR peptide binding to NRP-1, primary screen, biochemical, fluorescence polarization, uHTS. 360,000 compounds, 0.85% hits. inhibition, % at 25 µM. FAM-RPARPAR peptide binding to NRP-1. Neuropilin-1 (Homo sapiens), O14786;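 active = inhibition or corrected inhibition above about 18%, plus a signal ratio from 0.5 to 1.5, limit read from the data, passing the limit was not always enough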; also: strong numbers were not always called active
TbMetRS inhib = T. brucei MetRS inhibitors, primary screen, biochemical, luminescence. methionyl-tRNA synthetase (Trypanosoma brucei brucei). purified T. brucei MetRS, ATP depletion, Kinase-Glo luminescence. inhibition, % at 11.9 µM. 360,000 compounds, 0.4% hits. AID 624268, 2012;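 active = inhibition above a per-plate cutoff of the control wells' mean inhibition plus 3 SD, cut at about 5.5% in these data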;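 also: 0% = DMSO wells median and 100% = median of wells with control inhibitor compound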
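Measured by: Kinase-Glo luciferase luminescence reporting remaining unconsumed ATP. Material: purified T. brucei MetRS enzyme. Doses: 11.9 µM compound single dose, 0.9% DMSO. Medium: HEPES buffer containing pyrophosphatase, BSA, spermine, DTT. Times: 15 min preincubation, 2 h reaction, all 25 °C. Reagent: methionine, ATP and bulk E. coli tRNA.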
STEP inh = STEP phosphatase inhibitors, primary screen, biochemical, fluorescence intensity, uHTS; recombinant STEP, OMFP fluorogenic substrate; inhibition, % at 20 µM; 360,000 compounds, 0.25% hits; Tyrosine-protein phosphatase non-receptor type 5 (Homo sapiens), P54829; AID 588621, 2011;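 active = inhibition at 20 µM, scaled per plate between control wells, above about 37%, limit read from the data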;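 also: 0% = DMSO with enzyme and substrate and 100% = substrate only without enzyme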
Target sequence (P54829 whole entry, looked up): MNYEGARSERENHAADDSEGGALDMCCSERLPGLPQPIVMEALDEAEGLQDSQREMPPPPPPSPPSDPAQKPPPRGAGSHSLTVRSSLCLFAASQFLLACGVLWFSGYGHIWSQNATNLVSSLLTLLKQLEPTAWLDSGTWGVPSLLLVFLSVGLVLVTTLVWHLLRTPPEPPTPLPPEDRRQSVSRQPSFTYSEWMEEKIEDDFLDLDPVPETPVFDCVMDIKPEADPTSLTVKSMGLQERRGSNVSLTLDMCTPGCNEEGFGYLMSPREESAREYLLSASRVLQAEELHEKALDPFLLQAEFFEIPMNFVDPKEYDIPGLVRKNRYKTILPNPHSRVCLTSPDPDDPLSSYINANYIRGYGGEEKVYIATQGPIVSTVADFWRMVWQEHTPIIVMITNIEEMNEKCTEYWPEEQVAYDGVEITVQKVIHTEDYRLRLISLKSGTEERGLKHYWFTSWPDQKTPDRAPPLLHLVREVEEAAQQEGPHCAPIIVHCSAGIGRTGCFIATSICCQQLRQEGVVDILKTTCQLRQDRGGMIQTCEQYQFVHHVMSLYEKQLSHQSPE
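material = STEP tyrosine phosphatase | reagent = fluorogenic phosphatase substrate OMFP at 25 µM final | doses = single compound dose of 20 µM, 1% DMSO final | schedule = 20 min reaction, room temperature, in the dark | measured by = fluorescence, 480/540 nm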
Scp-1 inhibitor = Scp-1 phosphatase inhibitors, primary screen, biochemical, colorimetric, uHTS; Carboxy-terminal domain RNA polymerase II polypeptide A small phosphatase 1 (Homo …; Recombinant Scp1, phosphopeptide, malachite green phosphate absorbance; inhibition, % at 20 µM; 340,000 compounds, 0.88% hits;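 active = inhibition above about 50% at 20 µM, limit read from the data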;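 also: plate controls were DMSO wells with enzyme for no effect and wells lacking enzyme for full effect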
Target sequence (Q9GZU7 76-261 limits assumed): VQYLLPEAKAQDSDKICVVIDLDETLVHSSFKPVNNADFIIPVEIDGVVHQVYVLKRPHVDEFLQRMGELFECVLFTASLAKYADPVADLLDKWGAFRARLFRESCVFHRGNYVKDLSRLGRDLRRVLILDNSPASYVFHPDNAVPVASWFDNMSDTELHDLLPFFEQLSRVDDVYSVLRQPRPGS
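Test system: SCP-1 phosphatase catalytic domain, residues 76-261 | Compound dosing: One concentration, 20 µM, with 1.0% DMSO | Schedule: 45 min room-temperature reaction, 5 min colour, 30 min stabiliser | Detection: Absorbance at 630 nm | Read-out basis: % inhibition of SCP-1 phosphate liberation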
LMPTP block = LMPTP phosphatase inhibitors, primary screen, biochemical, fluorescence intensity, uHTS. 360,000 compounds, 0.22% hits. AID 651560, 2012. recombinant LMPTP-A, OMFP fluorogenic substrate. inhibition, % at 20 µM;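 active = compounds that cut the enzyme signal by at least half of the control window in the single-dose screen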;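 also: plate controls were DMSO wells with enzyme plus substrate for no effect and substrate without enzyme for full effect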
Target sequence (P24666 whole entry, looked up): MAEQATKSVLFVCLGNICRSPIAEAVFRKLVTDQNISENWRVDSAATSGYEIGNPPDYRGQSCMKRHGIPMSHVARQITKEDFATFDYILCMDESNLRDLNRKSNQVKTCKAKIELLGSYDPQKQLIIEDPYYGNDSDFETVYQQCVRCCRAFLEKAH
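Assay system: LMPTP-A enzyme. Input: 0.625 nM LMPTP-A final. Probe or stimulus: 400 µM OMFP. Compound dosing: single 20 µM dose. Schedule: 50 min dark incubation at room temperature. Detection: fluorescence intensity of OMFP turnover product. Read-out: percent inhibition versus substrate-only and uninhibited controls. Benchmarks: no-enzyme low control, uninhibited high control.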
The depositor's hits bear a star; · = no result given.

SMILES	MsrA inh	SUMO1-SIM PPI	E coli Lon inh	DNMT1 block	bovine MsrA act	CendR NRP1 mod	TbMetRS inhib	STEP inh	Scp-1 inhibitor	LMPTP block
Cc1cc(C)n(-c2ccc(C(=O)OCC(=O)Nc3ccc(Cl)c(S(=O)(=O)N(C)C)c3)cc2)n1	1.5	-1.9	2.0	20.8	-2.9	-3.6	0.4	-1.8	2.9	1.3
CC1=[N+](C)N(c2ccccc2)C(=O)C1N=Cc1ccccc1Cl (stereo unspecified)	0.5	-14.0	-2.2	1.0	-3.4	18.4*	-0.6	-0.5	-8.0	-2.2
FC(F)C(F)(F)c1cc(-c2ccc(Cl)cc2)n[nH]1	1.6	0.3	3.0	6.1	0.3	8.0	0.4	-4.3	-6.6	-0.1
Cc1c(C(=O)Nc2c(N)nc(SCC(=O)NCC3CCCO3)[nH]c2=O)cccc1[N+](=O)[O-] (stereo unspecified)	0.8	-4.1	1.8	-0.8	-3.2	17.8	0.2	-2.1	-4.8	-1.2
Cc1ccsc1CN(C)C(=O)c1cc(S(=O)(=O)N2CCOCC2)ccc1N1CCCC1	1.2	-2.3	1.2	2.0	-4.0	9.7	0.1	-1.6	-9.3	0.0
Cc1nn(C)cc1CN1CCC(n2nccc2NC(=O)CCCc2ccccc2)CC1	1.0	2.2	-1.3	0.3	-12.5	-1.5	0.1	-0.4	0.1	0.8
CCNC(=S)N1CCn2cccc2C1c1ccc(F)cc1 (stereo unspecified)	0.9	0.8	8.7	-4.2	-4.2	2.6	-0.3	-1.5	-10.6	-1.6
Cc1cccc(NC(=O)CCN2CC(C)OC(C)C2)c1 (stereo unspecified)	-1.1	2.3	-2.2	2.2	-2.7	-13.9	0.1	-0.6	-5.2	-1.2
CNc1nc(-c2cccc(C(=O)N(C)C)c2)cn2ccnc12	0.1	-0.8	-20.7	4.7	-1.5	-11.5	-0.2	-1.4	·	-6.5
CC(=O)CCc1c(C)c2cc(C)ccc2[nH]c1=O	-0.1	9.5	-15.4	-2.1	1.1	-31.6	-0.8	-0.9	-2.0	0.1
CC(=O)Nc1cc(-c2ccc(C(=O)N3CCOCC3)cc2)cn2c(-c3ccc(C(C)=O)cc3)cnc12	3.0	-19.1	-17.9	-2.4	4.0	-9.5	-0.1	-2.3	·	0.7
CCn1c(SC(=O)NC2CCCCC2)nnc1-c1cccs1	2.3	0.6	-3.3	8.8	-5.8	0.1	-0.5	-2.6	39.3	-0.4
Cc1noc(C)c1NC(=O)Nc1cccc2c1O[C@H](CN(C)S(=O)(=O)c1ccccc1)[C@@H](C)CN([C@H](C)CO)C2=O	-0.1	2.3	-2.4	1.9	-2.5	0.4	0.0	1.2	-1.9	-0.4
O=C(CCSCCC(=O)NCc1cccs1)NCc1cccs1	-0.4	-4.0	0.1	-1.3	1.8	7.6	-0.9	-3.1	-9.6	-2.0
CCC(C)[C@H]1CNCCN1CCCc1cc(OC)c(OC)c(OC)c1 (stereo partly specified)	-0.5	6.1	-3.9	-0.7	-2.5	3.3	0.1	-2.1	7.1	-1.3
CCn1c(=O)c([N+](=O)[O-])c(NCCc2ccccc2)c2ccccc21	·	-8.1	0.6	2.7	-2.6	1.6	0.0	-2.5	-13.2	1.6
CCOC(=O)c1nnn(CC(=O)NC(=O)Nc2ccccc2)c1C(=O)OCC	0.6	5.0	-8.6	-0.2	-3.1	1.8	7.3*	4.6	0.2	-0.1
CN(C)C(=O)c1ccc(NC(=O)c2sccc2-c2ccccc2)cc1	-1.2	-43.6	3.3	-3.7	-2.1	-8.2	-0.3	-0.7	-10.5	-9.4
O=C(O)CCc1ccc(-c2ccc(Br)cc2)n1NC(=O)c1ccc([N+](=O)[O-])cc1	-0.6	-27.0	1.3	0.0	-7.3	-1.9	0.0	3.3	-6.8	-0.3
OC[C@H]1O[C@@H](c2nc(-c3ccc(C4OCCO4)cc3)no2)[C@H](O)[C@@H]1O	0.5	2.9	-4.6	5.1	-4.2	-3.2	-0.4	-2.7	·	0.6
C=CCSc1nnc2c(n1)-c1cccc3cccc-2c13	0.6	-28.0	-2.3	-1.1	-2.4	6.8	-0.1	3.7	0.6	2.2
CSCC(=O)N1CCC(n2nccc2NC(=O)c2ccc3c(c2)OCO3)CC1	-0.6	-0.3	-7.2	4.2	-4.5	10.1	-0.1	0.9	-6.5	2.0
COc1ccc(NC(=O)c2cc3c(-c4ccc(OC)c(OC)c4)nn(C)c3s2)cc1OC	2.9	18.1	-3.3	-32.1	-2.6	-3.8	-0.1	3.1	-10.8	7.7
CCOC(=O)CSc1nc(-c2ccccc2)nc2ccc(F)cc12	-0.4	-1.6	4.8	8.8	-14.7	7.7	-1.4	-3.7	-3.5	-1.3
Cc1onc(-c2ccccc2)c1C(=O)N=C(N)c1ccc(C(F)(F)F)cc1	0.3	-2.0	-1.4	12.6	-3.1	-1.8	-0.1	-0.6	-6.6	0.3
Cc1nc(-c2ccc(Cl)cc2)sc1C1(C)CC(c2ccc(C#N)cc2)=NO1 (stereo unspecified)	0.2	5.5	1.6	-9.3	-0.9	-3.3	-0.4	-1.0	0.6	0.8
Cc1cc2cc(C)c(NCCNC(=O)c3ccccc3Cl)nc2cc1C	0.1	3.8	7.5	-5.3	-4.8	2.0	-0.8	-1.4	3.8	0.3
N#Cc1ccc(OCC(O)CS(=O)(=O)c2ccccc2)cc1 (stereo unspecified)	0.1	-1.1	-5.6	-0.2	-3.0	-8.6	-0.8	2.6	-8.6	0.3
Cc1cccc(N2CCN(C(=O)C3CCN(S(=O)(=O)c4cnc[nH]4)CC3)CC2)c1C	0.9	-1.2	-1.3	-1.6	-3.3	8.0	0.1	1.6	-2.6	1.2
Cc1cccc(NC(=O)c2nc[nH]c2C(=O)NC[C@@H](C)O)c1	-1.7	-3.1	12.6	1.9	-0.2	-3.6	0.5	-2.5	·	-2.7
C=CCn1c(C)csc1=Nc1ccccc1C	0.3	-2.1	4.7	0.1	-1.3	11.8	-0.3	-0.2	-4.4	-0.3
CCS(=O)(=O)N1CCN(Cc2ccccc2OC)CC1	0.8	1.6	17.2	9.8	-10.0	2.8	-0.1	2.6	-6.3	-3.6
Cc1nnc(SCC(=O)NC(C)(C)C)n1NCc1cccc(Br)c1	-1.0	-3.1	1.1	0.9	-3.5	10.7	0.4	-2.4	-2.4	-1.8
COc1ccc(C(=O)COC(=O)COc2ccc(C)c(C)c2)cc1	1.5	-1.3	-1.5	1.3	-9.7	33.9*	-1.1	-0.1	-7.1	0.9
CC1=NN(C(N)=S)C(=O)C1N=Nc1ccccc1O (stereo unspecified)	-0.1	-6.9	18.5*	-0.2	-14.5	-0.3	-1.1	8.3	-2.0	-2.6
CC(=O)Nc1ncc(Cc2ccc(Cl)cc2Cl)s1	1.1	0.7	-5.5	-1.2	-7.0	3.7	1.6	-2.3	-10.7	5.6
COc1ccc([C@H]2CC(=O)C=C(c3ccc(-c4ccccc4)c(F)c3)C2)cc1	-0.8	0.1	3.4	1.6	-3.0	0.8	-0.3	1.9	-8.1	4.2
Cc1cc(C(=O)O)cc(S(=O)(=O)Nc2c(C)nn(C)c2C)c1C	0.0	2.4	-2.5	-1.5	-1.1	2.6	-0.2	-3.8	0.0	-2.5
Cc1ccc(/C=N/NC(=O)Cc2c[nH]c3ccccc23)c(C)c1	-2.2	-6.5	-3.8	-16.8	-4.0	12.9	0.1	-5.7	-7.2	2.7
CC1CN(Cc2ccc(C#N)cc2Cl)CC(C)O1 (stereo unspecified)	0.0	2.9	6.6	-2.1	0.4	-1.0	-0.2	-0.8	-4.2	-3.5

Filtered by structure, those above containing a COOH group (2)
SMILES	MsrA inh	SUMO1-SIM PPI	E coli Lon inh	DNMT1 block	bovine MsrA act	CendR NRP1 mod	TbMetRS inhib	STEP inh	Scp-1 inhibitor	LMPTP block
O=C(O)CCc1ccc(-c2ccc(Br)cc2)n1NC(=O)c1ccc([N+](=O)[O-])cc1	-0.6	-27.0	1.3	0.0	-7.3	-1.9	0.0	3.3	-6.8	-0.3
Cc1cc(C(=O)O)cc(S(=O)(=O)Nc2c(C)nn(C)c2C)c1C	0.0	2.4	-2.5	-1.5	-1.1	2.6	-0.2	-3.8	0.0	-2.5

More entries
SMILES	MsrA inh	SUMO1-SIM PPI	E coli Lon inh	DNMT1 block	bovine MsrA act	CendR NRP1 mod	TbMetRS inhib	STEP inh	Scp-1 inhibitor	LMPTP block
Nn1c(COc2ccccc2F)nnc1SCC(=O)NC1CC1	-1.6	-1.3	3.1	4.4	-9.9	-14.9	-0.6	-1.5	-1.2	-0.8
CCC(=O)N=c1sc2cc([N+](=O)[O-])ccc2n1CCOC	0.5	-12.0	-28.0	-1.8	-0.6	-0.1	0.5	0.0	-4.6	-0.1
O=C(Oc1c(Cl)cc(Cl)c2cccnc12)c1cccs1	0.0	-7.5	4.4	-8.2	-4.6	4.4	-0.3	-1.6	-8.6	3.7
Cc1ccc(-n2c3c(cc(C(=O)NC4CCSC4=O)c2=O)C(=O)CCC3)cc1 (stereo unspecified)	1.3	-5.7	-4.6	-3.6	-5.9	2.1	-1.2	0.7	-4.3	0.2
CCOc1ccc(CCNC(=O)c2ccc(CS(=O)Cc3cccc(Cl)c3)o2)cc1 (stereo unspecified)	-0.2	1.7	-4.1	-3.6	-0.8	-5.3	-0.2	-1.4	-8.5	0.6
Cc1cccc(NC(=O)CSc2ccc(-c3ccc4c(c3)OCO4)nn2)c1C	-0.3	2.7	-5.3	15.5	-2.1	-2.0	0.2	-3.1	2.7	-0.4
CCOC(=O)CNC(=O)c1c(C)nn(-c2ccccc2)c1Cl	0.4	2.4	2.2	16.5	-4.0	3.6	-1.9	-0.7	-3.6	-1.2
Fc1ccc(NC(=S)NCCN2CCOCC2)c(F)c1F	0.9	3.7	-0.5	-1.3	1.7	0.0	-0.5	19.0	0.6	-0.3
CC(C)(C)OC(=O)C(C)(C)O/N=C(\C(=O)O)c1csc(N)n1	1.0	1.7	-3.4	2.0	-3.0	8.0	-1.2	3.9	-3.5	-1.5
Cc1cccc(-n2nnnc2SCC(=O)NCC2CCCO2)c1 (stereo unspecified)	-0.1	7.6	-9.5	-0.3	-6.2	4.5	-0.4	0.2	9.0	0.4

Screening data: PubChem BioAssay, several laboratories
